# Compound activity from PubChem BioAssay.
# S100A4 MyoIIA = inhibitors of S100A4-myosin IIA peptide binding, primary screen, biochemical, fluorescence polarization, TAMRA-MyoIIA peptide; Protein S100-A4 (Homo sapiens), P26447; inhibition, % at 10.7 µM; hit rate 0.14% among 360,000;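 active = mean inhibition of at least 70% across replicates, with every replicate also reaching that level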
# Target sequence (P26447 whole entry, looked up): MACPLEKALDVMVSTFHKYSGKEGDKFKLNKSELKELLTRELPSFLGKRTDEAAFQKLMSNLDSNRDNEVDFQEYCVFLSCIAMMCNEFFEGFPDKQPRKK
#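 Material: S100A4 monomer (human). Medium: Calcium-containing HEPES buffer, pH 7.2. Probe or stimulus: labelled myosin peptide probe, 5 nM. Compound dosing: one concentration per compound. Timing: polarization read 5 min after assay mix addition, stable 5–60 min. Benchmarks: DMSO as neutral control, TFP as positive control.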
# C2C12 statin = suppressors of statin myotoxicity in C2C12 myotubes, primary screen, cell-based, single point, plate reader; C2C12 myotubes + simvastatin, ATP luminescence, 48 h; scaled: DMSO 0, geranylgeraniol control 100; rescue of ATP level, % at 7.49 µM; hit rate 0.78% among 330,000;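 active = mean ATP rescue above about 67%, or every replicate alone reaching that limit, limit read from the data, passing the limit was not always enough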;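 also: myotubes were challenged with 10 µM simvastatin during compound exposure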
# LGR2 antag = inhibitors of bursicon-induced LGR2 CRE-luciferase signal, primary screen, cell-based, HEK293, CRE-luciferase reporter, bursicon stimulation. Drosophila bursicon receptor LGR2 (rickets). bursicon-stimulated, 4 h. inhibition, % at 9.99 µM. hit rate 0.35% among 380,000. AID 720647, 2013;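 active = drop in luminescence signal, shown as inhibition above about 50% in the replicate tests, limit read from the data, passing the limit was not always enough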;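 also: agonist challenge used bursicon conditioned medium at about half maximal strength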
# FN deposition inh = inhibitors of fibronectin matrix deposition, primary screen, AH1F cells, Alexa488-fibronectin fluorescence, plate reader. AH1F fibroblasts, overnight. inhibition, % at 12.6 µM. hit rate 0.086% among 350,000;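 active = mean inhibition across replicates of 30% or more, regardless of how many single replicates reach that level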;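 also: positive control wells lacked labelled fibronectin entirely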
#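 Assay system: AH1F fibroblasts assembling fluorescent fibronectin matrix; Amount: 10000 AH1F cells per well; Buffer or medium: DMEM, 2% serum; Probe or stimulus: Alexa488-fibronectin, 24 nM final in well; Doses: single compound dose, delivered by pin transfer; Incubation: 1 h adhesion, overnight exposure; Measured by: fluorescence 485/525 nm; Read-out: fibronectin deposition inhibition.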
# esBAF inh = Bmi1 luciferase reporter increase in mESCs, primary screen, esBAF inhibitor project, mouse ES cells, Bmi1 luciferase knock-in, single point. hit rate 2% among 350,000. 24 h; 100% = twice the neutral-well signal. reporter increase, % at 12.5 µM. AID 602393, 2012; in the data active = activation above about 40%;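 also: 0% = median of the plate's neutral control wells and 100% = double that signal; a rise in the Bmi1 reporter signal indicates esBAF inhibition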
# * = called active by the depositor; . = not tested or not shown. Some of the compounds tested, so the mix of outcomes need not match the whole.
Structure	S100A4 MyoIIA	C2C12 statin	LGR2 antag	FN deposition inh	esBAF inh
Cc1ccc(C2CC(=O)C(C=NCCN3CCN(C(=O)Cc4ccccc4)CC3)=C(O)C2)cc1 (stereo unspecified)	.	-4.2	.	.	-2.6
COc1cc(/C=C2\C(=O)NC(=O)N(c3ccccc3)C2=O)cc(OC)c1O	.	37.3	.	.	0.2
O=C(Cc1ccccc1)Oc1cccc(N2C(=O)CCC2=O)c1	.	-5.0	.	.	-4.2
CC(C)C[C@H]1C(=O)N2CCC[C@H]2[C@]2(O)O[C@](NC(=O)[C@@H]3C=C4c5cccc6[nH]cc(c56)C[C@H]4N(C)C3)(C(C)C)C(=O)N12	.	-3.5	.	.	5.2
O=c1[nH]c(=O)n(-c2cccc(Cl)c2)c(O)c1/C=N/c1ccccn1	.	-8.5	.	.	-4.6
CN1CC[C@@]2(C)c3cc(O)ccc3N(C)C2O1 (stereo partly specified)	.	8.2	.	.	-1.1
CCCC1(CCC)C(=O)NC(=NCc2ccccc2)NC1=O	.	-5.0	.	.	-7.4
Nc1ccccc1C(=O)OCCOc1ccccc1	.	-16.0	.	.	-37.8
CN(C(=O)Oc1cccc2cccnc12)c1ccccc1	.	12.5	.	.	-5.4
O=C(Cc1ccc(Br)cc1)N1CCN(Cc2ccccc2)CC1	.	21.9	.	.	28.6
CCC(CC)N1CCN(C(=O)Cc2ccccc2)CC1	.	1.2	.	.	-0.7
CC(C)C1CN1CC(O)Cn1ccnc1[N+](=O)[O-] (stereo unspecified)	.	-1.7	.	.	6.4
O=C1CC(N2CCC(n3c(=O)[nH]c4ccccc43)CC2)C(=O)N1Cc1ccccc1 (stereo unspecified)	.	-2.7	.	.	4.8
CCOC(=O)c1c(C)n(COCCO)c2ccc(O)cc12	.	3.9	.	.	6.0
C=CCn1c(O)c(C(CC)=NCCCO)c(=O)[nH]c1=O	.	-8.7	.	.	-2.0
Cc1cc(OCC(=O)OC(C)C)c2c3c(c(=O)oc2c1)CCCC3	.	27.6	.	.	-9.3
O=C1NC(=O)C(CCc2ccncc2)(C2CCCCC2)C(=O)N1	.	-10.0	.	.	-9.6
CN1C(=O)C(=Cc2ccccc2Oc2ccc(Cl)c(F)c2)C(=O)N(C)C1=O	.	15.0	.	.	-0.5
CCC(=NCc1ccco1)c1c(O)n(-c2ccc(C)cc2)c(=O)[nH]c1=O	.	-15.0	.	.	18.8
CCc1ccc(N2C(=O)NC(=O)C(Cc3ccc(OC)cc3OC)C2=O)cc1 (stereo unspecified)	.	10.4	.	.	-2.9
O=C1NC(=O)C(C/C=C/c2ccccc2)C(=O)N1	.	3.9	.	.	-0.4
CN1CCN(C(=O)OC2c3nccnc3C(=O)N2c2ccc(Cl)cn2)CC1 (stereo unspecified)	-2.9	.	.	.	0.7
Cc1ccc(-n2c(O)c(C=Nc3ccccc3N)c(=O)[nH]c2=O)cc1C	.	.	1.4	.	37.9
CC1CN(O)C2CCc3nonc3C12O (stereo unspecified)	.	.	-27.6	.	-5.2
O=C(CCc1nc(-c2ccccc2F)no1)N1CCC2(CC1)OCCO2	.	.	-5.2	.	-4.7
CCC(C)N1C(=O)NC(=O)C2(Cc3cc(C)ccc3N(C)C2)C1=O (stereo unspecified)	.	.	.	-8.9	-3.4
Cc1ccccc1-n1c(-c2ccco2)nc2ccccc2c1=O	.	.	.	-5.2	-1.8
CCN1CCN(CC(=O)c2c(C)n(Cc3ccccc3)c3ccc(OC)cc23)CC1	.	.	.	8.0	-11.2
O=C1NC(=O)C2(C(=O)N1)C(c1ccc(F)cc1)NC(=S)NC2c1ccc(F)cc1 (stereo unspecified)	.	.	.	-1.9	-1.6
CCOC(=O)C1SC2(C(F)(F)F)CC1(O)c1c(C)cc(C)nc1O2 (stereo unspecified)	.	.	.	-9.9	-2.4
CC1(C)CN=C(NCc2ccccc2Cl)S1	.	.	.	10.4	11.9
Cn1c(=O)c2c(nc(N/N=C/c3c(O)n(-c4ccccc4)c(=S)[nH]c3=O)n2C)n(C)c1=O	.	.	19.9	-5.4	.
COc1cccc(NP(=O)(Oc2ccccc2)Oc2ccccc2)c1	.	.	-0.8	3.4	.
COc1cc(OC)cc(C(=O)Nc2ccc(Br)cc2C(=O)c2ccccc2)c1	.	.	-17.2	6.9	.
CSc1ccccc1C(=O)C1CCCN(Cc2ccn[nH]2)C1 (stereo unspecified)	.	.	-1.4	-0.7	.
O=C(c1cc(C(=O)NCc2ccccc2)c(=O)n(Cc2ccccc2)c1)c1cc(Br)ccc1O	.	.	17.7	-4.4	.
Cc1c(C(=O)N2CCC3(CC2)OCCO3)oc2ccc(S(=O)(=O)N3CCCCC3)cc12	.	.	-3.2	-1.7	.
O=c1cc(CN2CC=C(c3ccccc3)CC2)c2c(ccc3ccccc32)o1	.	.	20.6	-2.6	.
Cc1cc(/C=C2\C(=O)NC(=O)N(c3cccc(Br)c3)C2=O)c(C)n1C	.	.	4.8	1.6	.
Cc1ccc(-c2nc(N3CCOCC3)s[n+]2-c2ccccc2)cc1	.	.	-21.4	2.6	.
CCn1c(O)c(C=Nc2ccc(S(N)(=O)=O)cc2)c(=O)[nH]c1=S	.	.	-6.7	5.7	.
O=c1[nH]c(=O)n(Cc2ccccc2Cl)c(O)c1C=Nc1ccc(F)cc1	.	.	4.9	0.7	.
CCCCn1c(=O)c(C(=O)Nc2ccsc2C(=O)OC)c(O)c2ccccc21	.	.	0.3	7.2	.
Cc1ccc(-n2c(C)cc(/C=C3/C(=O)NC(=O)N(Cc4ccco4)C3=O)c2C)cc1	.	.	6.2	1.0	.
C/C=C/c1ccc(C2[C@@H]3CN(Cc4cncnc4)C[C@H]2N3)cc1 (stereo partly specified)	.	.	-8.2	-9.2	.
CC[N+]12CCC(CC1)C(=C(c1ccccc1)c1ccccc1)C2	.	.	-5.2	-1.8	.
CCC[N+]12CCC(CC1)C(=C(c1ccccc1)c1ccccc1)C2	.	.	13.8	2.6	.
CN1C(=O)NC(=O)C2(Cc3ccccc3N3CCOCC32)C1=O (stereo unspecified)	.	.	22.1	5.4	.
CN1CCN(S(=O)(=O)c2ccc(Cl)nc2)CC1	.	.	-14.6	3.5	.
Cn1c(O)c(/C=C/C=Nc2ccccc2)c(=O)n(C)c1=S	.	.	33.8	-1.2	.

# (further entries)
Structure	S100A4 MyoIIA	C2C12 statin	LGR2 antag	FN deposition inh	esBAF inh
O=C1NC(=O)N(c2ccc(Br)cc2)C(=O)/C1=C/c1ccsc1	.	.	3.5	-2.8	.
Cc1ccc(/C=C2\C(=O)NC(=S)N(c3ccccc3F)C2=O)s1	.	.	87.6*	0.0	.
COc1ccc(C(c2c(O)c3ccccc3oc2=O)c2c(C)n(C)n(-c3ccccc3)c2=O)cc1 (stereo unspecified)	.	.	-8.4	3.2	.
CN(C)C(=O)Oc1ccc(OCc2n(C)c3ccccc3[n+]2C)cc1	.	.	13.9	2.0	.
Cc1cccc(-n2c(O)c(/C=N/N3CCOCC3)c(=O)[nH]c2=S)c1	.	.	5.5	-0.2	.
CC(C)Oc1ccc(C2(C#N)CC[N+](C)(C)CC2)cc1	.	.	19.0	4.9	.
Cc1cccc(-n2c(O)c(/C=N/Nc3nc4c(c(=O)n(C)c(=O)n4C)n3C)c(=O)[nH]c2=S)c1	.	.	2.6	-3.7	.
CNC(=O)OCCc1nccn1C	.	.	10.4	4.2	.
CC(=O)C1C2c3ccccc3O[C@@]1(C)N=c1s/c(=C/c3ccoc3)c(=O)n12 (stereo partly specified)	.	.	3.8	-9.7	.
CC(=NCCC(c1ccccc1)c1ccccc1)c1c(O)n(C)c(=O)n(C)c1=O	.	.	-7.0	7.0	.
COc1cc(C(c2c(O)c3ccccc3oc2=O)c2c(C)n(C)n(-c3ccccc3)c2=O)ccc1O (stereo unspecified)	.	.	4.8	0.5	.
CCOC(=O)c1c(/N=C/c2c(O)n(-c3cccc(C)c3)c(=O)[nH]c2=O)sc2c1CCCC2	.	.	-4.2	10.6	.
Cn1cccc1/C=C1\C(=O)NC(=O)N(Cc2ccco2)C1=O	.	.	11.9	0.0	.
COc1cccc(CCNCc2ccc(SC)cc2)c1	.	.	6.1	-6.8	.
COc1cccc(NC(=O)N2CCC3(CC2)OCCO3)c1	.	.	-15.5	-1.9	.
CCCc1nnc(NC(=O)CCC(=O)N2CCN(CCOC(c3ccccc3)c3ccccc3)CC2)s1	.	.	7.0	-2.5	.
O=C(N/N=C/c1c(O)n(CCc2ccccc2)c(=O)[nH]c1=O)c1ccncc1	.	.	2.1	-6.4	.
Cc1ccc(N2C(=O)NC(=O)/C(=C\c3cc(C)n(-c4sc5c(c4C#N)CCCC5)c3C)C2=O)cc1	.	.	22.6	1.4	.
COc1ccc(C(C)=O)cc1CC(C(=O)c1ccc(Br)cc1)N(C)C (stereo unspecified)	.	.	7.5	-5.4	.
Cc1cc(N2CCCCC2)ccc1C=C1C(=O)N(C)C(=S)N(C)C1=O	.	.	-6.5	-3.9	.

# Profiles, quoted from the list:
# Cc1cc(N2CCCCC2)ccc1C=C1C(=O)N(C)C(=S)N(C)C1=O is listed as S100A4 MyoIIA = .; C2C12 statin = .; LGR2 antag = -6.5; FN deposition inh = -3.9; esBAF inh = .
# CCCc1nnc(NC(=O)CCC(=O)N2CCN(CCOC(c3ccccc3)c3ccccc3)CC2)s1 is listed as S100A4 MyoIIA = .; C2C12 statin = .; LGR2 antag = 7.0; FN deposition inh = -2.5; esBAF inh = .

# (listing goes on)
Structure	S100A4 MyoIIA	C2C12 statin	LGR2 antag	FN deposition inh	esBAF inh
CC/C(CC(c1ccccc1)c1c(O)c2ccccc2oc1=O)=N\NC(N)=S (stereo unspecified)	.	.	13.5	-3.7	.
Cc1nonc1OCCNc1ccc([N+](=O)[O-])c2cccnc12	.	.	-14.5	7.0	.
CCOP(=O)(OCC)C(O)c1ccc(OC)cc1OC (stereo unspecified)	.	.	5.3	2.9	.
COc1ccc(CCNCc2ccc(SC)cc2)cc1	.	.	16.8	5.8	.
CN(C(=O)Oc1ccc(C(=O)c2ccc(Cl)cc2)cc1)c1ccccc1	.	.	8.8	0.3	.
C/C(=N\N1CCN(C)CC1)c1c(O)[nH]c(=O)[nH]c1=O	.	.	-20.3	3.0	.
COc1ccc(NC(=O)N2CCC3(CC2)OCCO3)cc1OC	.	.	3.3	5.3	.
O=C(CCNS(=O)(=O)c1ccccc1)Nc1ccc(Cl)cc1C(=O)c1ccccc1	.	.	-8.0	0.9	.
CC(C)Cc1nnc(NC(=O)CCC(=O)N2CCN(CCOC(c3ccccc3)c3ccccc3)CC2)s1	.	.	-11.3	5.9	.
Cc1cccc(OP(=O)(Nc2cccnc2)Oc2cccc(C)c2)c1	.	.	8.0	3.0	.
C=CCn1c(O)c(C(C)=NCCC(c2ccccc2)c2ccccc2)c(=O)[nH]c1=O	.	.	-9.3	-2.3	.
Nc1nonc1C(=O)N/N=C/c1ccc([N+](=O)[O-])o1	.	.	14.0	4.7	.
Cc1nn(Cc2ccccc2)c(Cl)c1C(=O)Nc1ccc(OC(F)(F)F)cc1	.	.	-3.0	0.6	.
CC(=O)OC1(c2ccccc2)CC(C(C)(C)C)CN(C(C)(C)C)C1 (stereo unspecified)	.	.	-4.4	-10.6	.
CCc1ccc(-n2c(O)c(/C=N/NC(=O)c3ccncc3)c(=O)[nH]c2=O)cc1	.	.	-3.3	1.5	.
O=c1c2ccccc2nc(CNCc2ccco2)n1-c1ccc(F)cc1	.	.	-11.6	-2.5	.
C=C(c1ccccc1)P(=O)(O)O	.	.	-9.7	-9.5	.
C/C=C/c1ccc(C2[C@@H]3CN(Cc4ccccn4)C[C@H]2N3)cc1 (stereo partly specified)	.	.	6.3	-8.3	.
Cc1csc(=N)n1Cc1ccccc1	.	.	2.8	0.1	.
N#CCN1CCN(c2ccc(C(F)(F)F)cc2)CC1	.	.	6.6	2.7	.
C/C=C/c1ccc(C2[C@@H]3CN(S(C)(=O)=O)C[C@H]2N3)cc1 (stereo partly specified)	.	.	4.6	-1.0	.
